# CHRM4 PAM: positive allosteric modulators of human muscarinic M4 receptor; activation, % at 3 µM; CHO-K1 hM4/Gqi5, Fluo-8 calcium fluorescence, ACh EC20; 0% = ACh EC20, 100% = maximal ACh; 360,000 compounds, 0.4% hits; AID 624126; P08173;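 active = activation above its plate's cutoff, the mean activation of sample wells plus 3 SD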; also: some results filed as inactive read as strong as hits
# Target sequence (P08173 whole entry, looked up): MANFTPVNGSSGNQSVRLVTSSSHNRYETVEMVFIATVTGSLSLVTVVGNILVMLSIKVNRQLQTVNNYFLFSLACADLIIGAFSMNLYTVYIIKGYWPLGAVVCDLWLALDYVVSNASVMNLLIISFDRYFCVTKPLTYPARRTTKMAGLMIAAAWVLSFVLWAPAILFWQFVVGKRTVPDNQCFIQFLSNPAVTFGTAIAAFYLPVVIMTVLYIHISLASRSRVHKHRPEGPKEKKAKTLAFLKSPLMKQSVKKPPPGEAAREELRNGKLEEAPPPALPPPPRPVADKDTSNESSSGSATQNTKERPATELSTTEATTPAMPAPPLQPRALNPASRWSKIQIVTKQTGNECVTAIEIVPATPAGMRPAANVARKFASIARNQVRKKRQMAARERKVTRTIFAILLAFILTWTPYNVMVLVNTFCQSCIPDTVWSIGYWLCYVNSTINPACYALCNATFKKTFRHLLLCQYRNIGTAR
# CHO-K1 Ca PAM: nonselective activator or artifact in parental CHO-K1 calcium assay | ATP EC20, Fluo-8 calcium fluorescence; 0% at ATP EC20, 100% at ATP max | activation, % at 3 µM | 360,000 compounds, 0.02% hits | AID 602247;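 active = activation above the run cutoff, the mean activation of all test compounds plus 3 SD, cut at about 40% in these data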;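 also: peak over basal fluorescence ratio in a 140 s read after ATP addition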
# CHRM5 PAM: positive allosteric modulators of human muscarinic M5 receptor | P08912 | CHO-K1 hM5, Fluo-8 calcium, ACh EC20 PAM; 0% = ACh EC20, 100% = ACh EC100 | activation, % at 3 µM | 360,000 compounds, 0.3% hits | AID 624038;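 active = activation above the run cutoff, the mean activation of all test compounds plus 3 SD, cut at about 18% in these data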
# Target sequence (P08912 whole entry, looked up): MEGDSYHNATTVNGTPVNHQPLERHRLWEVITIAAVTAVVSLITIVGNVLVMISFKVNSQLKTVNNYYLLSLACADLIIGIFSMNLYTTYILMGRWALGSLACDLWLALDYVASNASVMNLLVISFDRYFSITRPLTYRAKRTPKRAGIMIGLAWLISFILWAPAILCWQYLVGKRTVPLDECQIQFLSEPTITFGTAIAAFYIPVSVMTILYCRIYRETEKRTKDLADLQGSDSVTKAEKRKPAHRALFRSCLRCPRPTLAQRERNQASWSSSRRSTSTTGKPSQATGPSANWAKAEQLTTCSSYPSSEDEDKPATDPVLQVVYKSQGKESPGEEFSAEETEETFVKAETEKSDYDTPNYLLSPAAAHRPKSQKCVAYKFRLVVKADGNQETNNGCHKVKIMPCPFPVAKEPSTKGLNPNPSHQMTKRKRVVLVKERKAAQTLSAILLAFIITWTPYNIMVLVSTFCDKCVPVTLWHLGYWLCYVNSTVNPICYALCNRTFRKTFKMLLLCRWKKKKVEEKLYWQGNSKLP
#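 Measured by: Fluo-8 calcium fluorescence; material: human M5 receptor in CHO-K1 cells; schedule: Post-acetylcholine fluorescence recording 140 s; benchmarks: low control EC20 acetylcholine (0%), high control EC100 acetylcholine (100%); read-out: Max/basal fluorescence ratio as % of EC20–EC100 ACh window; compound: single dose, 3 µM nominal final test concentration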
# CHRM4 antagonist: CHRM4 antagonism in calcium assay. P08173. inhibition, % at 3 µM. 360,000 compounds, 0.73% hits. CHO-hM4 cells, ACh EC80, Fluo-8 calcium fluorescence;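 active = inhibition above its plate's cutoff, the mean inhibition of sample wells plus 3 SD, cut at about 27% in these data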;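 also: 0% = acetylcholine EC80 with DMSO and 100% = DMSO without agonist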
# M5 ag: CHRM5 agonism in calcium assay. P08912. CHO-K1 hM5 cells, Fluo-8 calcium fluorescence; 0% DMSO wells, 100% maximal acetylcholine response. activation, % at 3 µM. 360,000 compounds, 0.19% hits. AID 624037;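 active = activation above the run's mean over test compounds plus 3 SD, cut at about 23% in these data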;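 also: signal is peak over basal fluorescence ratio across the kinetic read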
# M4 ag: CHRM4 agonism in calcium assay. P08173. CHO-K1 hM4/Gqi5, Fluo-8 calcium fluorescence; vehicle 0%, full acetylcholine response 100%. activation, % at 3 µM. 360,000 compounds, 0.14% hits. AID 624127;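 active = activation above the run mean over all test wells plus 3 SD, cut at about 32% in these data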;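 also: peak over basal fluorescence ratio per well then scaled between controls; 0% = DMSO wells and 100% = acetylcholine at EC100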
# CHO-K1 Ca antag: M1 antagonist counterscreen hit in parental CHO-K1 cells | ATP-induced calcium, Fluo-8 fluorescence | inhibition, % at 3 µM | 360,000 compounds, 0.6% hits;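 active = inhibition above a per-plate cutoff, the plate's mean sample inhibition plus 3 SD, cut at about 24% in these data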;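 also: 0% = DMSO plus EC80 ATP and 100% = DMSO alone without ATP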
# CHRM5 antagonist: blocks acetylcholine activation of human M5 receptor; P08912; CHO-hM5 cells, Fluo-8 calcium fluorescence, ACh EC80; inhibition, % at 3 µM; 360,000 compounds, 0.59% hits; AID 624040;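 active = inhibition above a per-plate cutoff, the mean of that plate's test compounds plus 3 SD, cut at about 27% in these data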;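 also: 0% = acetylcholine EC80 with DMSO and 100% = DMSO without agonist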
# CHO-K1 Ca ag: nonselective activator or artifact in parental CHO-K1 cells. activation, % at 3 µM. 360,000 compounds, 0.48% hits. Fluo-8 calcium fluorescence; scaled to maximal ATP response, vehicle zero. AID 602248; in the data active = activation above about 15%;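 also: untransfected CHO-K1 host cells lacking M1 receptor as counterscreen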
# * hit, by the source's call.
SMILES,CHRM4 PAM,CHO-K1 Ca PAM,CHRM5 PAM,CHRM4 antagonist,M5 ag,M4 ag,CHO-K1 Ca antag,CHRM5 antagonist,CHO-K1 Ca ag
CC(=O)N1c2ccc(S(=O)(=O)NCC3CCC(C(=O)Nc4cc(C)ccn4)CC3)cc2CC1C (stereo unspecified),-5,10,-7,9,-1,13,-13,6,13
COc1ccc(C(=O)NC(CC(C)C)C(=O)O)cc1OC (stereo unspecified),3,18,2,8,-1,1,-6,0,0.9
COc1ccccc1NC(=O)CSc1nccn1Cc1ccc(F)cc1,0,6,-2,-1,-4,6,-2,7,2.0
Cc1cccc2sc(NNC(=O)C3=COCCO3)nc12,8,-14,6,-10,1,1,6,1,0.2
CN(C(=O)Cn1cc(C#N)c2ccccc21)c1ccccc1,0,-1,1,3,1,1,-3,16,0.2
O=C(NC1CCCC1)c1cc2c(ccc3ccccc32)o1,-12,10,-9,3,2,5,-9,7,3.7
O=C(CSc1ncnc2c1cnn2CCc1ccccc1)Nc1cccc(C(F)(F)F)c1,-12,10,-18,0,-2,4,8,20,3.5
COc1ccc(/C=C2\SC(=S)N(CCCC(=O)N3CCCCC3CCO)C2=O)cc1 (stereo unspecified),-1,6,1,2,-2,9,-9,1,5.0
Fc1ccccc1SCc1nnc(-c2ccccc2Br)o1,-4,10,-5,0,-6,0,-1,6,-0.1
COc1ccc(NC(=O)C(=O)NCCN2CCN(C(=O)c3cccc(Br)c3)CC2)cc1,-6,-17,-5,2,-2,2,4,-5,1.2
Cc1ccccc1Cn1nnc(-c2cccc(C(=O)O)c2)n1,-1,15,-8,14,0,1,1,7,0.5
CCN=C1SC(C(=O)Nc2cccc(OCC)c2)CC(=O)N1CC (stereo unspecified),-6,7,-18,17,5,26,-4,23,7.0
O=c1[nH]c(SCc2nc3ccccc3c(=O)n2-c2ccccc2)nc2ccccc12,2,1,-5,9,-1,1,9,6,0.3
Nc1ncnc2nc(Sc3ccc(Cl)cc3)[nH]c12,8,20,4,0,-1,3,-15,7,1.5
CCN1CCCC1CNC(=O)Cn1nc(C)n2c(cc3cc(C)ccc32)c1=O (stereo unspecified),-1,9,5,-2,-1,0,-14,9,-0.1
Cc1cccc(C)c1-n1nnnc1C1(C)CCC(=O)N1CC(F)(F)F (stereo unspecified),4,-8,-3,-8,4,1,2,-11,0.0
CCC(=O)NCc1cc(-c2nn(C)c(=O)c3ccccc23)ccc1OC,0,15,-1,-16,-2,1,-20,8,0.1
CCCc1cc(C(=O)NC2CCCN(Cc3ccccc3F)C2)no1 (stereo unspecified),1,2,0,-15,-5,0,-18,-2,0.1
COc1ccc(-c2cc(C(F)(F)F)nc(SCC(=O)NCc3cccs3)n2)cc1OC,-3,18,-4,-7,-2,0,-11,6,1.5
CCCCCC(=O)N1C[C@@H](n2cc(-c3ccc(F)cc3)nn2)[C@H](O)C[C@@H]1c1ccccc1,-6,14,-10,-5,1,14,-8,14,5.2
CCCCNC(=O)CCN1N=C(c2ccccc2)CCC1=O,3,-13,3,-5,0,0,-1,-15,-0.3
CC(C)Nc1ncnc2c1ncn2[C@H]1CN(Cc2ccc(F)cc2)C[C@@H](CO)O1,-1,13,-1,-2,0,1,-11,4,1.4
CCOc1ccccc1NC(=O)CSc1nc(=O)n(CCCN2CCOCC2)c2c1CCCC2,-2,-2,-1,-6,2,2,-11,3,0.8
COC(=O)c1[nH]c2ccc(Br)cc2c1NC(=O)CN1CCN(C2CCCCC2)CC1,2,4,2,-2,-11,1,-2,2,0.1
Cc1nc(SCCc2ccccc2)[nH]c(=O)c1C,7,1,3,-1,1,0,-11,2,0.1
COc1ccccc1OCCNC(=O)CCS(=O)(=O)c1ccccc1,3,-2,0,7,0,0,4,10,1.6
OCc1cccc(-c2csc(C(O)c3ccco3)n2)c1 (stereo unspecified),9,17,-1,-13,2,1,-6,1,0.6
O=C(Oc1ccccc1N1CCOCC1)c1sccc1Br,2,11,-2,6,-2,0,-6,-3,1.1
CC1CN(C(=O)Cc2ccc(-c3ccccc3)cc2)CC(C)O1 (stereo unspecified),5,11,4,4,4,3,-45,-8,3.8
Cc1ccc(C(c2nnnn2CCc2ccccc2)N2CCSCC2)cc1 (stereo unspecified),0,14,12,-5,1,0,-1,-8,-0.2
CCc1ccc(N2CC(C(=O)NCC(C)(C)N3CCOCC3)CC2=O)cc1 (stereo unspecified),6,2,-2,2,-1,2,-13,11,-0.1
O=C(COC(=O)c1cc(=O)[nH]c2ccccc12)Nc1ccccc1F,-2,-3,-5,-2,2,7,2,19,0.5
Cc1ccc(C(=O)N(CC#N)CC#N)cc1C,-2,14,4,-1,1,1,11,0,0.2
N#Cc1ccc(OCc2cccc(S(=O)(=O)N3CCOCC3)c2)cc1,-9,3,-7,5,3,15,-4,-4,5.9
COC(=O)C1=C(NC(=O)COc2ccc3ccccc3c2)CCS1,-1,2,-7,0,-2,1,0,6,0.0
O=C(O)c1cccc(S(=O)(=O)Nc2ccccc2Oc2ccccc2)c1,1,5,2,-4,-1,0,3,1,1.5
CCC(=O)N1c2ccc(S(=O)(=O)CCC(=O)Nc3ccc(OC)cc3OC)cc2CC1C (stereo unspecified),6,3,3,-7,-3,16,-9,-15,1.3
COc1ccc(N(C(=O)c2snc(C(N)=O)c2N)C(C(=O)NCc2ccc(F)cc2)c2ccc(O)cc2)cc1 (stereo unspecified),0,11,-4,-5,-3,5,-11,16,2.4
Cc1ccc(Cn2nnc3c(=O)[nH]c(C4CCN(S(=O)(=O)c5ccc(S(=O)(=O)NC6CC6)cc5)CC4)nc32)cc1,-10,4,2,12,-6,1,-6,1,0.2
COc1ccc(CCNC(=O)c2cc(S(=O)(=O)N3CCOCC3)ccc2F)cc1,-2,20,-8,-2,1,3,-12,14,1.9

# Structures above that contain a furan ring, fused or not, in the order listed:
SMILES,CHRM4 PAM,CHO-K1 Ca PAM,CHRM5 PAM,CHRM4 antagonist,M5 ag,M4 ag,CHO-K1 Ca antag,CHRM5 antagonist,CHO-K1 Ca ag
O=C(NC1CCCC1)c1cc2c(ccc3ccccc32)o1,-12,10,-9,3,2,5,-9,7,3.7
OCc1cccc(-c2csc(C(O)c3ccco3)n2)c1 (stereo unspecified),9,17,-1,-13,2,1,-6,1,0.6

# (more compounds)
SMILES,CHRM4 PAM,CHO-K1 Ca PAM,CHRM5 PAM,CHRM4 antagonist,M5 ag,M4 ag,CHO-K1 Ca antag,CHRM5 antagonist,CHO-K1 Ca ag
Cc1ccc(S(=O)(=O)Cc2ccc(C(=O)N3CCc4ccccc4C3)o2)cc1,-3,15,-9,4,-2,3,-6,0,1.0
O=C(c1cccs1)N(Cc1cc2ccccc2[nH]c1=O)c1ccccc1,1,17,-7,-6,1,2,-3,4,2.0
CCN(CC)c1nc(N2CCOCC2)nc2ccccc12,-4,8,-1,0,0,1,-2,13,0.6
Cc1ccc(NNC(=O)c2c(F)cccc2Cl)cc1C,-10,19,3,-6,2,0,-14,1,2.6
CC(=NNC(=O)CSCC(=O)NN=C(C)c1ccccc1)c1ccccc1,5,12,11,-5,-3,0,-15,-3,0.9
CCCc1cc(=O)[nH]c(SCc2ccc(C#N)cc2)n1,9,6,9,-6,-7,0,-11,-4,0.4
Cc1cnc(C(=O)OCC(=O)Nc2cccc(S(=O)(=O)N3CCOCC3)c2)cn1,12,21,7,-5,5,3,-11,-4,0.4
c1ccc(CCNC2=NCCS2)cc1,5,6,-5,-18,-6,0,-9,4,0.4
CCOC(=O)N1CCC(NC(=O)c2ccc(CS(=O)(=O)c3ccccc3C)o2)CC1,-5,18,-4,-3,2,2,-7,-3,1.4
COCCN(Cc1ccccc1)C(=O)c1cccc(S(=O)(=O)N(C)c2c(C)n(C)n(-c3ccccc3)c2=O)c1,-6,-1,1,13,-1,0,-9,15,0.6

# Five entries picked at random from those above:
SMILES,CHRM4 PAM,CHO-K1 Ca PAM,CHRM5 PAM,CHRM4 antagonist,M5 ag,M4 ag,CHO-K1 Ca antag,CHRM5 antagonist,CHO-K1 Ca ag
COCCN(Cc1ccccc1)C(=O)c1cccc(S(=O)(=O)N(C)c2c(C)n(C)n(-c3ccccc3)c2=O)c1,-6,-1,1,13,-1,0,-9,15,0.6
Cc1cnc(C(=O)OCC(=O)Nc2cccc(S(=O)(=O)N3CCOCC3)c2)cn1,12,21,7,-5,5,3,-11,-4,0.4
c1ccc(CCNC2=NCCS2)cc1,5,6,-5,-18,-6,0,-9,4,0.4
CCOC(=O)N1CCC(NC(=O)c2ccc(CS(=O)(=O)c3ccccc3C)o2)CC1,-5,18,-4,-3,2,2,-7,-3,1.4
CC(=NNC(=O)CSCC(=O)NN=C(C)c1ccccc1)c1ccccc1,5,12,11,-5,-3,0,-15,-3,0.9

# Other structures:
SMILES,CHRM4 PAM,CHO-K1 Ca PAM,CHRM5 PAM,CHRM4 antagonist,M5 ag,M4 ag,CHO-K1 Ca antag,CHRM5 antagonist,CHO-K1 Ca ag
N#Cc1ccccc1NC(=O)CSc1n[nH]c(=O)n1C1CC1,3,-13,0,1,1,1,5,11,-0.1
O=c1[nH]c2ccc([N+](=O)[O-])cc2[nH]1,3,26,8,-3,-1,1,-10,14,0.2
O=C(N=Nc1c(O)[nH]c2ccc([N+](=O)[O-])cc12)c1cc(-c2ccccc2Cl)nc2ccccc12,0,18,-7,7,-2,0,7,18,11
CCOC(=O)CN(c1ccccc1)S(=O)(=O)c1ccc(F)cc1,-2,19,5,-1,-5,-1,-13,-1,0.5
Cc1ccc(C)c(CC(=O)N2CCCC(c3cc(C(=O)Nc4ccc5c(c4)OCO5)no3)C2)c1 (stereo unspecified),9,18,2,-9,0,2,-18,-3,1.6
CCCCC1(C)OC(=O)C(=Cc2ccc(SC)cc2)C(=O)O1 (stereo unspecified),2,-6,-7,1,3,2,0,6,0.0
CCOC(=O)c1nn(-c2ccccc2C)c(=O)cc1OCC(=O)N1CCN(c2ccccc2)CC1,-2,9,-2,2,0,3,8,12,1.0
O=C(c1ccc(NS(=O)(=O)c2ccccc2)cc1)N1CCCCCC1,-1,14,3,-3,2,5,-14,-2,3.6

# Reformatted as labelled records: part of the list above
O=c1[nH]c2ccc([N+](=O)[O-])cc2[nH]1
  CHRM4 PAM: 3	CHO-K1 Ca PAM: 26	CHRM5 PAM: 8	CHRM4 antagonist: -3	M5 ag: -1	M4 ag: 1	CHO-K1 Ca antag: -10	CHRM5 antagonist: 14	CHO-K1 Ca ag: 0.2
O=C(N=Nc1c(O)[nH]c2ccc([N+](=O)[O-])cc12)c1cc(-c2ccccc2Cl)nc2ccccc12
  CHRM4 PAM: 0	CHO-K1 Ca PAM: 18	CHRM5 PAM: -7	CHRM4 antagonist: 7	M5 ag: -2	M4 ag: 0	CHO-K1 Ca antag: 7	CHRM5 antagonist: 18	CHO-K1 Ca ag: 11
CCOC(=O)CN(c1ccccc1)S(=O)(=O)c1ccc(F)cc1
  CHRM4 PAM: -2	CHO-K1 Ca PAM: 19	CHRM5 PAM: 5	CHRM4 antagonist: -1	M5 ag: -5	M4 ag: -1	CHO-K1 Ca antag: -13	CHRM5 antagonist: -1	CHO-K1 Ca ag: 0.5

# Compound activity: PubChem, The Scripps Research Institute Molecular Screening Center
